DUSP3 inh = VHR1 (DUSP3) phosphatase inhibition; P51452; recombinant VHR phosphatase, colorimetric substrate read-out; inhibition, % at 20 µM; actives 0.7% (n = 50,000); in the data active = inhibition above about 60%; note: some results filed as inactive read as strong as hits
Target sequence (P51452 whole entry, looked up): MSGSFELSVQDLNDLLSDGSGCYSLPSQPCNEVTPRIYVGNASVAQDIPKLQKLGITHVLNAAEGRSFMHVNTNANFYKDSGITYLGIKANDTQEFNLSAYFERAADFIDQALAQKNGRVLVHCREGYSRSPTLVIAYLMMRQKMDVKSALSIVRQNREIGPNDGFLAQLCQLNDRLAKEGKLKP
* = called active by the depositor.

smiles	DUSP3 inh
Cc1nc(N(CCC(N)=O)CCC(N)=O)sc1C	-4.8
COc1ccc(/C(C)=N/NC(=O)CN(c2ccc(C)cc2)S(=O)(=O)c2ccccc2)cc1OC	-20.4
CCOC(=O)/C(=C\Nc1ccc(F)c(F)c1F)[N+](=O)[O-]	14.8
O=C1C=CC(=O)C(c2cccc(Cl)c2)=C1	39.0
Cc1ccc(S(=O)(=O)NC(=O)Nc2ccccc2F)cc1	-0.8
O=C(c1ccc(C#CC2(O)CCCCC2)cc1)N1CCN(c2cccc(Cl)c2)CC1	-6.6
Cc1ccc(/C=N\N2CCN(c3ccc(Cl)cc3)CC2)cc1	25.7
COC(=O)C1=NN(C(=O)c2ccc(Br)cc2)C(O)(C(C)(C)C)C1 (centres undefined)	4.7
O=C(NCc1ccccc1)c1nn2c(c1Br)NC(c1cccs1)CC2C(F)(F)F (centres undefined)	-20.5
O=C(O)c1ccc(S(=O)(=O)c2ccc3c(c2)C(=O)N(c2cccc(C(F)(F)F)c2)C3=O)cc1	-17.6
O=C(Nc1ccc(S(=O)(=O)Nc2cnc3ccccc3n2)cc1)c1cc(Cl)ccc1[N+](=O)[O-]	-5.3
CSCCC(NC(=O)c1ccccc1)C(=O)OCC(=O)Nc1nnc(C)s1 (centres undefined)	2.6
O=C(Nc1ccc(NS(=O)(=O)c2ccccc2)cc1)c1ccco1	-10.1
C=CCOC(=O)C1=C(C)NC(C)=C(C(=O)OCC=C)C1c1ccc(C)o1	-10.7
CN1CCN(CCOCCOc2ccc(Br)cc2)CC1	-9.2
Cc1cc(C(F)(F)F)c(C#N)c(SCC(N)=O)n1	-4.9
O=[N+]([O-])c1ccccc1OCCCCCCNCCO	-91.6
CCn1c2ccccc2c2cc(NS(=O)(=O)c3cccc([N+](=O)[O-])c3)ccc21	2.6
COc1c(C(=O)/C=C/c2ccccc2)c(O)c(OC)c2occc12	1.3
COc1ccc(N2C(=O)/C(=C/c3cn(Cc4ccccc4)c4ccccc34)C(=O)NC2=S)cc1	-9.8
CCc1c(O)nc(SCC(=O)c2ccccc2)[nH]c1=O	-19.2
CCOc1ccc(N2C(=O)CC(N3CCC(C(N)=O)CC3)C2=O)cc1 (centres undefined)	-20.9
COc1ccc(N(C(C)C(=O)Nc2cc(C)cc(C)c2)S(C)(=O)=O)cc1 (centres undefined)	12.6
CCCC(C)C1C(C#N)=C(N)Oc2cc(N)ccc21 (centres undefined)	-11.1
CCC(C)OC(=O)C1=C(C)NC(=O)NC1c1ccccc1 (centres undefined)	-22.5
Cc1cccc(C(=O)N/N=C/c2ccc(OC3CSC3)cc2)c1	-17.3
Cc1cc(C)cc(NC(=O)CN(c2cccc(C(F)(F)F)c2)S(C)(=O)=O)c1	-22.8
CCOc1ccccc1NC(=O)c1c(NC(=O)c2ccccc2Br)sc2c1CCCC2	-21.5
CCOc1cc(C2Nc3ccccc3NC3=C2C(=O)CC(c2ccc(OC)cc2)C3)cc(Cl)c1O (centres undefined)	6.6
Cc1c(-n2c(O)c(C3=c4cc(Cl)ccc4=NC3=O)sc2=S)c(=O)n(-c2ccccc2)n1C	33.2
O=C(O)CCCN1C(=O)/C(=C\c2ccc(-c3cccc([N+](=O)[O-])c3)o2)SC1=S	8.1
c1ccc2c(CN3CCCC3)ccc(CN3CCCC3)c2c1	-7.8
NC(=O)c1ccc[n+](CC(=O)OCC23CC4CC(CC(C4)C2)C3)c1	-12.5
O=C(N/N=C/c1ccccc1C(F)(F)F)c1ccc(CN2CCOCC2)cc1	-15.3
CCOC(=O)c1c(-c2ccc(-c3ccccc3)cc2)csc1NC(=O)C1CC1	-1.5
O=C(C(c1ccccc1)c1ccccc1)N1CCN(Cc2ccco2)CC1	8.5
O=C(N/N=C\c1cn(-c2ccccc2)nc1-c1ccccc1)c1ccc([N+](=O)[O-])cc1	-9.6
Clc1ccc(C2=NN(c3ccccc3)C(c3ccco3)C2)cc1 (centres undefined)	-2.6
Cc1cc2c(CC(O)C(Cl)(Cl)Cl)nc(-c3ccccc3)nc2s1 (centres undefined)	-12.1
COc1ccc2c(c1OC)C(=O)OC2CC(=O)c1cc(F)ccc1O (centres undefined)	-43.4
CCn1cc(/C=C(/C#N)C(=O)Nc2ccc(Cl)cc2)c2ccccc21	2.7
C(=N\n1cnnc1)/c1ccc(Sc2nnnn2-c2ccccc2)o1	0.8
CCOC(=O)CNS(=O)(=O)CCN1C(=O)c2ccccc2C1=O	-9.8
CCC(=O)Nc1ccc(NC(=O)c2ccc([N+](=O)[O-])cc2)cc1	-13.0
CC(O)C#CCN1C(C)CCCC1C (centres undefined)	-1.4
Cc1ccccc1OCC(=O)Nc1nc(-c2ccc(Br)cc2)cs1	-16.1
O=C(CC1Nc2ccccc2NC1=O)Nc1cccc(C(=O)O)c1 (centres undefined)	20.1
O=C1C=CC(=O)C(/C(=C/NCc2ccccc2)[N+](=O)[O-])=C1	86.0*
COc1cccc(OCCOc2ccccc2/C=C2/SC(=S)N(Cc3ccccc3)C2=O)c1	4.9
C=CCc1cccc2cc(C(=O)Nc3cccc4c3C(=O)c3ccccc3C4=O)c(=O)oc12	-8.4

More structures.
smiles	DUSP3 inh
COc1cccc(N(CC(=O)Nc2ccc(I)cc2)S(=O)(=O)c2ccccc2)c1	-44.8
COC(=O)c1c(N=CN(C)C)c(C#N)c(C)n1-c1ccccc1	-2.8
COc1cc(OC)c(OC)cc1CN1CCN(Cc2ccncc2)CC1	1.3
Cc1cc(C(=O)N=Nc2c(O)n(C)c3ccc(Br)cc23)n[nH]1	7.4
CC(=O)Nc1ccc(NS(=O)(=O)c2ccc(C)cc2)cc1	0.6
COc1cc(/C=C2\SC(=N)N(c3ccc(F)cc3)C2=O)ccc1O	6.3
CCOc1ccc(NC(=S)NC2CCCC2)cc1	8.0
CN(C)c1ccc(C=NC2=NN(c3ccccc3)CC2)cc1	-5.4
C=CCn1c(-c2ccccc2)c(NC(=O)c2ccco2)sc1=Nc1ccccc1Cl	9.3
COc1ccc(OC)c(NCC(O)Cn2c3ccccc3c3ccccc32)c1 (centres undefined)	-17.0
COc1ccc2ccccc2c1/C=N/NC(=O)c1cccc(Br)c1	-8.9
Cc1ccc(C(=O)CCNc2ccccc2)o1	-7.2
O=C(Nc1ccc(S(=O)(=O)Nc2nccs2)cc1)c1ccc(Cl)c(Cl)c1	-9.2
Cc1ccc(-c2nc3cccnc3o2)cc1NC(=O)COc1ccc2ccccc2c1	8.1
COc1ccc(COC(=O)C2=C(C)NC(=O)CC2c2c(F)cccc2Cl)cc1 (centres undefined)	-5.4
CC(=O)C1=C(O)C(=O)N(CC2CCCO2)C1c1ccc(Br)cc1 (centres undefined)	-7.9
CN(Cc1ccccc1)C(=O)c1ccc(CN2CCc3ccccc3C2)cc1	-31.8
Cc1ccc(OCC(=O)NNC(=O)CC#N)c(C)c1	-8.8
Cc1ccc(S(=O)(=O)c2cc(O)ccc2O)cc1	37.7
COc1ccccc1Nc1ncnc2ccc(Br)cc12	15.9
O=C(COc1ccc(Cl)cc1Br)Nc1ccc(Nc2ccccc2)cc1	10.4
CC(=O)Oc1ccc(C(=O)Nc2ccc(C)cc2C(=O)O)cc1	-1.9
N#Cc1c(/N=C/c2ccccc2Cl)sc2c1CCCC2	27.5
CC(=O)C1=C(O)C(=O)N(CCN(C)C)C1c1ccc(C(C)C)cc1 (centres undefined)	4.9
CCOc1ccc(Nc2nc(-c3cccs3)cs2)cc1	-9.1
Nc1c(C(=O)c2cccc([N+](=O)[O-])c2)sc2nccc(Nc3ccccc3)c12	-0.5
Nc1ccc(NC(=O)c2ccccc2)cc1	21.6
NNc1nc(-c2ccccc2)cs1	22.5
COCCOC(=O)c1ccc(NC(=O)c2ccccc2CCc2ccccc2)cc1	-14.6
CCOC(=O)c1c(-n2c(C)cc(/C=C3\NC(=S)NC3=O)c2C)sc2c1CCCC2	25.4
Cc1ccc(C(=O)Nc2cccc(NC(=O)c3cccc(Cl)c3)c2)cc1	-6.4
O=[N+]([O-])c1ccc(Cc2ncccc2O)cc1	1.3
COc1ccc(/C=C/C(=O)Nc2sc3c(c2C#N)CC(C)(C)OC3)cc1OC	40.2
O=C1/C(=C/c2ccco2)N2CCC1CC2	-8.5
CCCC(=O)C1=C(O)C(C(=O)OC)C(C)(C)C/C1=N\c1nc2ccccc2[nH]1 (centres undefined)	-1.9
Cc1ccc(OCC(=O)NNC(=O)c2ccc(O)cc2O)c(C)c1	31.2
Clc1ccccc1-n1nnnc1C(Cl)(Cl)c1nnnn1-c1ccccc1Cl	-0.3
Cc1cc(C)c(NC(=O)C(C)N2C(=O)c3ccccc3C2=O)c(C)c1 (centres undefined)	-7.6
CCN(CC)C(=O)CSc1nc(C)cc(=O)[nH]1	26.9
O=C(Nc1nc(-c2ccc(F)cc2)cs1)c1ccc([N+](=O)[O-])cc1Cl	80.6
COc1ccc(NC(=O)Nc2nnc(Cc3ccccc3)s2)cc1	-21.1
Cc1ccc(S(=O)(=O)N2CCCCC2C)cc1 (centres undefined)	4.6
Cc1cc(C)cc(NC(=O)C2CC(=O)N(c3ccc(Cl)cc3)C2)c1 (centres undefined)	-8.7
COc1ccc(Cl)cc1C(=O)N1CCN(c2ccccc2)CC1	2.7
CCOc1cccc(-c2cc(C(=O)Nc3cc(C)ccn3)c3ccccc3n2)c1	-9.6
CCOC(=O)C1CCN(C(=O)c2cc(C(=O)OC)cc([N+](=O)[O-])c2)CC1	-13.9
O=S(=O)(NNc1ccccc1)c1ccc2ccccc2c1	52.5
CN(c1ccc(C(N)=O)cc1)S(=O)(=O)c1ccccc1	0.9
COc1cccc(NC2=C(Cl)C(=O)N(c3ccc(Br)cc3)C2=O)c1	-4.9
O=C(COc1ccc(Br)cc1)N1CCN(c2ccccc2)CC1	-2.3

The listing continues.
smiles	DUSP3 inh
Cc1sc2nc(-c3ccccc3)[nH]c(=O)c2c1C	-7.1
CCc1nc(SCc2ccc(OC)cc2)n[nH]1	0.3
CCOc1ccccc1/C=C/C(=O)c1ccc(Br)cc1	-30.5
COc1ccccc1NC(=O)C1C2C=CC(C3CC23)C1C(=O)O (centres undefined)	-9.3
CC(=O)Nc1nc(C2CC2)cc(-c2ccco2)c1C#N	-5.0
COc1cccc(C(=O)N2CCNCC2)c1OC	2.3
CSc1ccccc1NC(=O)CSc1nc2ccccc2[nH]1	1.2
C=CCN1C(=O)/C(=C\c2cc(Br)c(OCc3ccc(F)cc3)c(OCC)c2)SC1=S	-3.3
COC(=O)C(CC(C)C)NC(=O)CSc1nnc2c(n1)[nH]c1ccccc12 (centres undefined)	-8.8
Cc1nc(=O)c(-c2ccccc2)c(C)n1-c1ccc(C(=O)O)c(O)c1	8.2
CC1=C(C)CC(C(=O)Nc2ccc(N3C(=O)c4ccccc4C3=O)cc2)C(C(=O)O)C1 (centres undefined)	-1.9
COCCOC(=O)c1ccc(NC(=O)Nc2ccc(Cl)cc2)cc1	-2.4
Nc1nonc1N=Cc1ccccc1O	-7.0
CC(=O)c1ccc(NC(=O)/C=C/c2ccccc2)cc1	-13.9
COc1cc(Br)cc(/C=N/c2ncn[nH]2)c1O	-16.3
Cc1cc(Cl)ccc1NC(=O)c1ccc(I)cc1	-8.3
Cc1cc(Br)ccc1NC(=O)c1ccc(Cl)c([N+](=O)[O-])c1	8.2
COc1ccc(-c2cc(C(F)(F)F)n3ncc(C(=O)NCC4CCCO4)c3n2)cc1 (centres undefined)	-6.0
CC(=O)C1=C(O)C(=O)N(c2nc3ccccc3s2)C1c1ccc(F)cc1 (centres undefined)	-18.0
CCCC(=O)NC(c1ccc(OC)cc1)c1ccc(OCC)cc1 (centres undefined)	11.2

Another view of 4 compounds above.
mol: CC(=O)c1ccc(NC(=O)/C=C/c2ccccc2)cc1
  DUSP3 inh = -13.9
mol: COCCOC(=O)c1ccc(NC(=O)Nc2ccc(Cl)cc2)cc1
  DUSP3 inh = -2.4
mol: COc1cc(Br)cc(/C=N/c2ncn[nH]2)c1O
  DUSP3 inh = -16.3
mol: Nc1nonc1N=Cc1ccccc1O
  DUSP3 inh = -7.0

Going on with the list.
smiles	DUSP3 inh
COC(=O)C1=NN(C(C)=O)C2C(=O)N(c3cccc(C)c3)C(=O)C12 (centres undefined)	9.5
CC1CCCCN1S(=O)(=O)c1ccc(Br)c2ccccc12 (centres undefined)	-17.4
Cc1nnc(Nc2ccc3c(c2)nc(C)n3C)c2ccccc12	-10.9
CCC(=O)Nc1sc2c(c1C(=O)Nc1ccccc1Cl)CCCC2	-14.0
C=CCN1C(=O)/C(=C\c2cccs2)SC1=S	-29.5
O=C(Nc1ccc(C(=O)N2CCOCC2)cc1)Nc1cccc(Cl)c1	-5.7
Clc1ccccc1-c1nc(Cc2ccccc2)no1	-9.0
Cc1ccc(/C(N)=N/OC(=O)c2ccc(I)cc2)cc1	3.0
O=C(CSc1nnnn1-c1ccccc1)Nc1nncs1	5.0
O=C(CSc1nc2ccccc2s1)N(c1ccccc1)c1ccccc1	16.7
Cc1ccc(OCC(=O)NCC(C)C)cc1	-17.9
COc1cc(C=C2C(=O)c3ccccc3C2=O)cc(Br)c1OCC(=O)O	6.0
COc1ccc(Cl)cc1NC(=O)c1cc2c(C)nn(-c3ccccc3)c2s1	2.4
c1ccc(-c2nc(N3CCCCC3)nc3ccccc23)cc1	-9.0
COC(=O)c1c(NC(=O)/C=C/c2ccc(OC)c(OC)c2)sc2c1C(C(=O)OC)CC2 (centres undefined)	-10.7
O=c1[nH]c(=O)n(-c2ccc(Br)cc2)c(O)c1C=C1C=CC=N1	-15.0
O=C1c2ccccc2C(=O)N1c1ccc(-c2nc3ccccc3c(=O)o2)cc1	-0.7
Cc1c(NC(=O)c2cc(-c3ccccc3)nc3ccccc23)cccc1[N+](=O)[O-]	-19.4

Only part of the results is shown. The share of hits here may be higher or lower than overall.
